Source: PubChem (National Center for Advancing Translational Sciences (NCATS))
EPAC1 agonist – qHTS for Agonist of cAMP-regulated guanine nucleotide exchange factor 3 (EPAC1): primary screen; Rap guanine nucleotide exchange factor 3 (Homo sapiens), O95398; EPAC1 agonist qHTS, biochemical assay; response scale: 100% = response to 6.5 mM cAMP; Potency, µM (doses to about 154 µM), without a hit: at the highest dose activation, most hits filed as activators; 0.073% of 360,000 active; AID 720707, 2013; further: potency means the concentration at half of the fitted maximal effect; nearly all actives have a fitted effect of over 60% in size
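Read-out is the fluorescence drop as BODIPY-GDP leaves Rap1B (480 nm excitation, 540 nm emission), recorded every 5 minutes over 30 minutes. Reactions held 100 nM EPAC1, 250 nM Rap1B–BODIPY-GDP and 50 uM GDP, with 6.5 mM cAMP setting full activation.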
FUS yeast rescue – qHTS for Suppressors of FUS Proteinopathy: Primary screen using FUS-linked yeast assay. S. cerevisiae FUS-expressing, growth rescue, OD600, 24 h. Potency, µM (doses to about 76.6 µM), inactives show at the top dose growth rescue (activation), usual class: activators. 0.24% of 390,000 active;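 further: potency means the concentration at half of the fitted maximal effect; plate controls were DMSO vehicle for no effect and reference control for full effect; nearly all actives have a fitted effect of over 55% in size; some results filed as inactive show a strong effect at the top dose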
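Toxicity suppression screen in FUS-yeast. Cells induced with 2% galactose, starting OD 0.005, treated 24hr at 30C with compounds at multiple final concentrations; growth by OD600.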
PI5P4K alpha inh – qHTS for Inhibitors of phosphatidylinositol 5-phosphate 4-kinase (PI5P4K); 1.2% of 330,000 active; max response, %; Phosphatidylinositol 5-phosphate 4-kinase type-2 alpha (Homo sapiens), P48426; PI5P4Kalpha enzyme, ADP-Glo luminescence, 60 min; active compounds read low; active means max response of -50% or lower; inconclusive means between -30% and -50%; inactive means -30% or higher; further: value at the top dose of about 77 µM; on the % scale 0 is the no-effect control and ±100 the full control effect
Target sequence (P48426 whole entry, looked up): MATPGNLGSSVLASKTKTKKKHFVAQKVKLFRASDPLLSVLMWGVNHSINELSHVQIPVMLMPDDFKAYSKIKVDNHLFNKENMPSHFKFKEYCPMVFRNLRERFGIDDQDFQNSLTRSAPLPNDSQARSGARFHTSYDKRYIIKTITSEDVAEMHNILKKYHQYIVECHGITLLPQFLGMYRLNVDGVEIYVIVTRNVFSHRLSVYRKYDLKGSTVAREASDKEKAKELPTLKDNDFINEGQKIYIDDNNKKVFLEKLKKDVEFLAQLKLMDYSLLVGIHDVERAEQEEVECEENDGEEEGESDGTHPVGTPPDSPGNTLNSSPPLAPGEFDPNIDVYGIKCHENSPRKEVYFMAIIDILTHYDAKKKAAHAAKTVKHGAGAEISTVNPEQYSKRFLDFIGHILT
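Human PI5P4Kalpha with substrate in 0.038 M HEPES pH 7.4, 0.28 mM EGTA, 0.1% CHAPS, 5% DMSO; reaction started with 5 microM ATP (final), 60 min at room temperature. ADP formed read by ADP-Glo luminescence.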
IL2 activator – qHTS of IL-2 Activators; IL-2 activation reporter assay, cell-based qHTS; stimulated with anti-CD3/CD4/CD28 beads; in transgenic mouse T cells; activation, % (series mostly up to about 46 µM); 0.065% of 360,000 active; in the data active means activation above about 50%; inconclusive means mostly about 30% to 49%; further: 0% is about no effect
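Unstimulated transgenic mouse T cells preincubated 60 min with compound, then stimulated with anti-CD3/anti-CD4-coated beads plus anti-CD28 for 18 h at 37 degrees C. IL-2 response read as EGFP and DsRed fluorescence by plate cytometry.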
PLK1 PBD block – qHTS for Inhibitors of PLK1-PDB (polo-like kinase 1 - polo-box domain): Primary Screen; Plk1 PBD binding of FITC phosphopeptide, fluorescence polarization; 2.8% of 360,000 active; AID 720504, 2013; Potency, µM, inactives show max response, negative = inhibition, usual class: inhibitors; Serine/threonine-protein kinase PLK1 (Homo sapiens), P53350; further: potency means the concentration at half of the fitted maximal effect; series mostly up to about 57 µM; on the % scale 0 is the no-effect control and ±100 the full control effect; nearly all actives have a fitted effect of over 65% in size
Target sequence (P53350 whole entry, looked up, the tested form may be a part): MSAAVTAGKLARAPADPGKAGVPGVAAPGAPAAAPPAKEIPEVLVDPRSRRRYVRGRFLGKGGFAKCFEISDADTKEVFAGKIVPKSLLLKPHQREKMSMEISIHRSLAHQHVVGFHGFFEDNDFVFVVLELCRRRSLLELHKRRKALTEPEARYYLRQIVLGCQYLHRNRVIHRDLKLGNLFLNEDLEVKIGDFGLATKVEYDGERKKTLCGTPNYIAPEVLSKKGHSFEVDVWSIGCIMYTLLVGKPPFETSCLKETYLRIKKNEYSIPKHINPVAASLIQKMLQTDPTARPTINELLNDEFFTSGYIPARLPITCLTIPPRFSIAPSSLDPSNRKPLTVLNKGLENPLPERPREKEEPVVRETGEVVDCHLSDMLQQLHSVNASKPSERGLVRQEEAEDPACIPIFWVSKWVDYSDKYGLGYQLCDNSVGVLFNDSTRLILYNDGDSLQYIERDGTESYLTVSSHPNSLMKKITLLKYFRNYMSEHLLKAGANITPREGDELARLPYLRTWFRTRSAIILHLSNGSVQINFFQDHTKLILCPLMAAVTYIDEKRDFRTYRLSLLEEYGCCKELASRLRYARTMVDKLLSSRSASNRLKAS
aSyn rescue – qHTS of alpha-syn Inhibitors; Yeast expressing alpha-synuclein, growth rescue, BacTiter-Glo, 24 h; 0.14% of 370,000 active; Potency, µM (titrated, usually from 46.1 µM), for inactives: at the highest dose growth rescue (activation), hits mostly activators; further: potency means the concentration at half of the fitted maximal effect; % of control where 0% means no effect; nearly all actives have a fitted effect of over 65% in size
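Readout is rescue of growth in alpha-synuclein-expressing yeast, so inhibitors of toxicity appear as activators. Growth after 24 hr at 30 deg C in galactose medium is quantified by luminescence.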
Abeta yeast res – qHTS for compounds that reverse cellular toxicity of Amyloid beta (A-beta) peptide in yeast: Primary Screen; yeast expressing A-beta42, growth rescue, OD600, 48 h; response scale: 0% DMSO, 100% iron-clioquinol control; Potency, µM (titrated, usually from 46.1 µM), for inactives: top-dose growth rescue, most hits filed as activators; AID 1347071, 2019; 0.063% of 410,000 active; further: potency means the concentration at half of the fitted maximal effect; nearly all actives have a fitted effect of over 55% in size
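Growth rescue measured by 600 nm absorbance after 48 h yeast culture at 30 C with compound. Values normalized between DMSO and an equimolar ferric chloride plus clioquinol control.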
WRN helicase inh – qHTS for Inhibitors of WRN Helicase; 0.46% of 360,000 active; Bifunctional 3'-5' exonuclease/ATP-dependent helicase WRN (Homo sapiens), Q14191; Potency, µM (series often up to 114 µM), for the others: top-dose activity change, negative = inhibition, actives largely listed as inhibitors; WRN helicase unwinding, fluorescent forked duplex, kinetic; further: potency means the concentration at half of the fitted maximal effect; on the % scale 0 is the no-effect control and ±100 the full control effect; nearly all actives have a fitted effect of over 55% in size
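Primary qHTS, 1536-well format. 20 nM WRN + compound, 15 min RT; start with 100 nM forked fluorophore/quencher duplex, 2 mM ATP (final); kinetic read ex 525/em 598 nm.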
EPAC1 antag – qHTS for Antagonist of cAMP-regulated guanine nucleotide exchange factor 3 (EPAC1): primary screen; EPAC1 GEF assay, Rap1b-BODIPY-GDP exchange fluorescence; Potency, µM (top dose mostly 115 µM), for the others: top-dose activity change, negative = inhibition, most hits filed as inhibitors; 0.14% of 360,000 active;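 further: potency means the concentration at half of the fitted maximal effect; plate controls were vehicle for no effect and positive control for full effect; nearly all actives have a fitted effect of over 50% in size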
* = called active by the depositor; u = inconclusive; x = not tested or not shown; [ ] = dose if it differs, or a comment. Unless noted, the call rests on the fitted dose curve; in most records, active means well fitted curve in the direction sought with a large enough effect; inconclusive means small, poorly fitted or top-dose-only effect, or another doubt; inactive means no such curve, though single readings can be large; an effect the other way counts as inactive or inconclusive.

SMILES	EPAC1 agonist	FUS yeast rescue	PI5P4K alpha inh	IL2 activator	PLK1 PBD block	aSyn rescue	Abeta yeast res	WRN helicase inh	EPAC1 antag
Cc1ccc(-n2c(Cc3cccs3)nnc2SCC(N)=O)cc1	7%	4%	x	3.5	-5%	5%	0%	6%	6%
CCCP(=O)(CCC)CCP(=O)(c1ccccc1)c1ccccc1	-10%	-1%	-5	2.7	7%	-6%	-2%	-27%[57.1 µM]	30%
COc1ccc(NC(=O)c2cc(C)no2)cc1OC	-5%	-5%	4	0.5	-3%	-1%	6%	0%	-19%
CC(=O)Nc1ccc(/C=N/NC(=O)c2cccs2)cc1	-1%	11%	-1	-0.4	-5%	-1%	-14%	3%	0%
CCOC(=O)c1sc(NC(=O)CSc2nnc(C)s2)c(C(=O)OCC)c1C	0%	1%	-4	14	3%	4%	-11%	1%	0%
O=C(Nc1ccc(F)cc1F)c1ccco1	8%	18%	x	0.8	-2%	-4%	-4%	3%	8%
CC(O)C1CCC2C3CC[C@H]4CC(O)CCC4(C)C3CC3(OCCO3)C12C (stereo partly drawn)	6%	15%	x	-4.5	3%	u	-4%	-12%[57.1 µM]	2%
O=C(c1ccco1)c1cn(CC(=O)N2CCCCCC2)c2ccccc12	0%	3%	3	-0.4	7%	4%	16%	2%	21%
CCN(CC)c1ccc2cc(C(N)=O)/c(=N\NC(=O)c3ccncc3)oc2c1	13%	15%	4	9.5	41%[activator]	-9%	2%	u	-26%
COc1cccc(CNC(=O)CSc2ccc(-c3cccs3)nn2)c1	4%	15%	2	-5.3	-2%	-4%	-13%	-3%	-16%
C=CCC(C=C)[N+]1(CC(=O)OC)CCCCC1 (stereo not drawn)	4%	6%	-10	0.8	-15%	-2%	3%	-2%	-12%
Cc1ccc(S(=O)(=O)N(CC(=O)Nc2ccc(C)cc2C)C(=O)N2CCN(C)CC2)cc1	-3%	1%	1	-0.3	-1%	-2%	8%	2%	-15%
Cc1cc(C(=O)N/N=C2\CC(=O)CC(C)(C)C2)n[nH]1	-1%	11%	x	-1.9	-2%	-13%	11%	3%	17%
O=C(O)C1(NS(=O)(=O)c2ccc(Cl)cc2)CCCCC1	0%	-2%	0	-2.9	-1%	22%	9%	8%	13%
Clc1nc(-c2ccccn2)nc2scc(-c3ccccc3)c12	-1%	x	-8	-4.3	-15%	u	-15%	-6%	-4%
Cc1ccc(OCC(=O)Nc2ccc3c(c2)nc(CCN2CCCCC2)n3C)cc1	-8%	-13%	4	-0.2	8%	0%	-10%	3%	-10%
Cc1ccc(-c2nn(-c3ccccc3)cc2C(=O)N2CCN(C3CCS(=O)(=O)C3)CC2)cc1 (stereo not drawn)	-1%	23%	1	-0.3	0%	17%	1%	2%	27%
Cn1cc(C=O)c2cc(F)ccc21	2%	-42%	0	2.5	-2%	-8%	-5%	2%	-6%
C/C(=N/NC(=O)c1nnn(-c2nonc2N)c1-c1ccccc1)c1ccc2c(c1)OCO2	2%	13%	-14	-0.4	-3%	8%	-3%	-1%	-7%
Cn1c(NC(=O)c2ccc(F)cc2)nc2ccccc21	6%	-17%	-4	0.0	5%	-6%	-5%	-1%[11.6 µM]	2%
Cc1cc(C(=O)N2CCCC(C(=O)c3ccc(Oc4ccccc4)cc3)C2)n[nH]1 (stereo not drawn)	0%	31%	-1	1.5	-1%	-50%[inhibitor]	-54%[inhibitor]	-4%	-14%
O=C(COC(=O)C1CC1)NCc1ccc(Cl)cc1Cl	-10%	-13%	3	-0.1	-14%	-5%	-6%	5%	3%
O=C(COC(=O)CC12CC3CC(CC(C3)C1)C2)Nc1cccnc1Cl	11%	32%	-5	-2.7	-5%	13%	-7%	-2%	-13%
CC(C)OC(=O)CSc1nc(Cc2cccs2)nc2ccccc12	12%	31%	-9	0.2	-30%	-10%	-10%	-3%	-1%
CCOC(=O)N1CCN(S(=O)(=O)N2CCCC(C(=O)NCCCN3CCCCC3)C2)CC1 (stereo not drawn)	-1%	32%	5	-2.1	-3%	-1%	13%	-6%	0%
CCOC(=O)c1c(NC(=O)c2c(Br)cnn2C)c(C#N)nn1-c1ccccc1	11%	20%	x	1.5	-7%	-10%	-22%	-11%	4%
O=C(CN1C(=O)c2ccccc2C1=O)Nc1cccnc1	10%	-5%	0	0.1	-2%	0%	-11%	3%	9%
CCOC(=O)c1ccc(NC(=O)c2cc(F)c(F)cc2Cl)cc1	-7%	1%	2	-0.3	-2%	-14%	11%	-1%	-14%
CC(C)(C)C1CCc2onc(C(=O)O)c2C1 (stereo not drawn)	-9%	-18%	-10	-1.8	2%	7%	4%	12%	13%
CCO[C@@H]1OC(C(=O)NCc2ccccc2)=C[C@H](c2cn(C(C)=O)c3ccccc23)[C@H]1CCCO	2%	36%	1	-0.4	-14%	1%	-10%	6%	-25%
C[C@H](CO)N1C[C@H](C)[C@@H](CN(C)S(=O)(=O)c2ccccc2)Oc2ccc(NC(=O)C3CC3)cc2C1=O	-10%	11%	6	-0.6	-18%	5%	-13%	-3%	13%
Cc1cc(NO)nc(-c2ccc(Br)cc2)n1	12%	13%	x	-3.1	-17%	-2%	0%	-9%	-5%
CC1=CN2C(=NC(=O)CC2(C)C(=O)N(CC(=O)NC2CCCC2)Cc2ccc(Cl)cc2)C=C1 (stereo not drawn)	-6%	9%	-1	5.5	-5%	0%	-18%	6%	-25%
Cc1cccc(C(=O)Nc2cccc3cccnc23)c1	25%	8%	8	0.0	1%	-21%	-50%[inhibitor]	-11%	-7%
CCOC(=O)c1ccccc1NS(=O)(=O)c1ccc(C)cc1	23%	18%	-5	-2.1	-12%	8%	6%	-4%	0%
O=C(Nc1ccccc1N1CCOCC1)c1ccc([N+](=O)[O-])cc1	4%	-3%	x	-0.5	-10%	-11%	11%	-5%	2%
O=C(CSCc1ccc(Cl)cc1)N/N=C/c1ccc(OCC(=O)Nc2ccccc2)cc1	5%	8%	14	-0.2	0%	-5%	-3%	-12%	7%
COc1ccc(C2/C=C\CN(S(=O)(=O)c3ccc(-c4ccccc4)cc3)CC(=O)N2Cc2ccc(F)cc2)cc1 (stereo not drawn)	-8%	24%	3	-0.4	2%	3%	14%	3%	-22%
CCCc1nnc(NC(=O)CCC(=O)NCc2ccccc2)s1	-1%	-18%	-1	0.3	-7%	-4%	-17%	5%	-6%
COC(=O)c1ccc(/C=C2\CCn3c2nc2cc(C(=O)O)ccc2c3=O)cc1	7%	-5%	-15	0.7	-8%	-1%	3%	-7%[57.1 µM]	u
Cc1ccnc(NS(=O)(=O)c2ccc(NC(=O)Cc3ccc(Br)cc3)cc2)n1	-6%	-28%	-2	-1.3	-4%	3%	3%	-2%	0%
CN(c1ccccc1)S(=O)(=O)c1ccc(C(=O)NCc2ccccc2F)cc1	6%	x	1	-1.5	0%	2%	15%	-15%	-27%
CCN1C(=O)/C(=C\c2ccncc2)SC1=Nc1ccc(C)c(C)c1	10%	x	10	-0.9	-1%	10%	5%	-23%	-4%
O=C(O)CSc1c(-c2cccs2)[nH]c2ccccc12	-12%	-11%	-28	-0.8	27µM*	5%	6%	4%	3%
CN(CCc1ccccn1)C(=O)CCC1CCCN(C(=O)c2n[nH]c3c2CCCC3)C1 (stereo not drawn)	4%	14%	7	-1.8	5%	-1%	9%	2%[57.1 µM]	u
COc1ccc(NC(=O)c2[nH]c(C)c(C(C)=O)c2C)cc1	-4%	17%	1	-1.9	-4%	1%	-11%	0%	-17%
Nc1nc2c(s1)COc1ccccc1-2	-10%	-28%	-15	-4.2	19µM*	-35%[inhibitor]	-47%[inhibitor]	6%	-8%
Cc1ccc(-c2nc(C#N)c(NCC3CCCO3)o2)cc1 (stereo not drawn)	1%	8%	-7	-0.9	-2%	4%	-3%	4%	7%
CCN(CC(=O)Nc1c(F)cccc1F)C(=O)C1CCN(S(=O)(=O)c2ccc(C)cc2C)CC1	4%	25%	2	0.5	-12%	-3%	-4%	0%	-29%
CC(=O)OC1(C(F)(F)F)Oc2ccccc2NC1=O (stereo not drawn)	-2%	10%	-5	-1.4	-16%	2%	2%	-2%	-3%
COCCNC(=O)/C(C#N)=C1\N=C(NC(=O)c2ccco2)c2ccccc21	-3%	-6%	4	-0.9	-1%	2%	-11%	12%	-6%
CC(NCc1nc2ccccc2n1C)C12CC3CC(CC(C3)C1)C2 (stereo not drawn)	0%	3%	-1	-0.3	-2%	6%	25%	5%	-22%
CC1(C)CC(=O)C2=C(C1)OC(N)=C(C#N)C2c1ccccc1[N+](=O)[O-] (stereo not drawn)	10%	11%	-14	1.6	u	-2%	3%	-5%	-12%

Structures above that contain a furan ring, fused or not, in the order listed:
SMILES	EPAC1 agonist	FUS yeast rescue	PI5P4K alpha inh	IL2 activator	PLK1 PBD block	aSyn rescue	Abeta yeast res	WRN helicase inh	EPAC1 antag
O=C(Nc1ccc(F)cc1F)c1ccco1	8%	18%	x	0.8	-2%	-4%	-4%	3%	8%
O=C(c1ccco1)c1cn(CC(=O)N2CCCCCC2)c2ccccc12	0%	3%	3	-0.4	7%	4%	16%	2%	21%
COCCNC(=O)/C(C#N)=C1\N=C(NC(=O)c2ccco2)c2ccccc21	-3%	-6%	4	-0.9	-1%	2%	-11%	12%	-6%

Hits appear at their usual frequency; any-hit rate near 4.1%.
